Source: PubChem (several laboratories)
aSyn UTR inh – 5' untranslated region of α-synuclein, MLPCN primary screen; 300,000 compounds, 0.82% hits; alpha-synuclein 5'UTR reporter, inhibitor activity; inhibition, % (tested at 7.5 µM); AID 1813; in the data active = inhibition above about 60%;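 also: H4 neuroglioblastoma cells stably carrying SNCA 5'UTR luciferase fusion; 0% = DMSO wells and 100% = positive control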
HSF1 inh – HSF1 inhibition. AID 2098. NIH3T3-HGL HSE-luciferase, MG132-induced, luminescence 8 h; stronger effect = lower value. 300,000 compounds, 0.77% hits. activity change, negative = inhibition, % at 7.5 µM (by protocol);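 active = more than half of replicate wells show activity change below -50%, luminescence cut by over half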;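 also: luciferase reports HSF-1 transcriptional activity via heat shock element; 0% = median of DMSO wells and -100% = zero luminescence signal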
IEC-6 cytotox – counter-screen for KLF5 inhibitors: cytotoxicity in IEC-6 cells; IEC-6 cytotoxicity, luminescence viability; inhibition, % at 5 µM; 290,000 compounds, 0.78% hits; AID 1825; in the data active = inhibition above about 22%;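 also: 0% = plate median of test compound wells and 100% = cytotoxic reference compound wells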
KLF5 inh – suppresses KLF5 promoter-driven expression; DLD-1 KLF5 promoter-luciferase reporter, luminescence; inhibition, % at 5 µM; 290,000 compounds, 0.23% hits;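 active = inhibition above a per-plate limit of that plate's mean compound inhibition plus 3 SD, cut at about 60% in these data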;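 also: 0% = DMSO wells and 100% = LY294002 at 200 µM; higher means less KLF5 promoter-driven luciferase light; inactives centre near -14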
GSK3beta inhib – inhibitors of human GSK3beta kinase; P49841; GST-GSK3beta kinase, ADP-Glo luminescence, 60 min; stronger effect = lower value; activity score (negative = inhibition), % at 10 µM; 300,000 compounds, 0.038% hits;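 active = more than half of replicate wells score below -50%, meaning over 50% inhibition versus plate controls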;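 also: 0% = median DMSO wells and -100% = median GW8510 positive control wells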
Target sequence (P49841 whole entry, looked up): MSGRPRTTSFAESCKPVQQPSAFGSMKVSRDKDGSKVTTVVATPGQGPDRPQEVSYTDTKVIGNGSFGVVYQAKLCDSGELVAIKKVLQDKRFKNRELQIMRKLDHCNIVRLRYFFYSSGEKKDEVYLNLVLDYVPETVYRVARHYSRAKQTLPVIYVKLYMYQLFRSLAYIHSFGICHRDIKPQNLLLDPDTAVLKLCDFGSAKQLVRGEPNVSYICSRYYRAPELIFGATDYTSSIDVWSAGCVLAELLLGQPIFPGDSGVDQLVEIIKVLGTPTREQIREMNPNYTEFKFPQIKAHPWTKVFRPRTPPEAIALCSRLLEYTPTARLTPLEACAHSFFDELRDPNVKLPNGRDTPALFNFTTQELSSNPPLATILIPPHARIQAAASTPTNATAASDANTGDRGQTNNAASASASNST
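Test system: GST-tagged human GSK3beta kinase, cell-free; evaluation: activity score scaled between in-plate DMSO and GW8510 controls; measured by: ADP-Glo luminescence; incubation: 60 min reaction, RT; benchmarks: DMSO and 20 µM GW8510; reagent: peptide substrate plus 25 µM ATP (final); medium: Tris/MgCl2 kinase buffer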
HSP90 refold inh – inhibitors of HSP90 luciferase refolding in rabbit reticulocyte lysate. luciferase refolding luminescence, 3 h. inhibition, % at 5.6 µM. 290,000 compounds, 0.91% hits. AID 1789;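 active = inhibition above the screen-wide mean plus 3 SD, computed separately per campaign, cut at about 16% in these data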;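 also: 0% = DMSO wells and 100% = 60 µM geldanamycin wells; inhibitors lower the luminescence because luciferase stays unfolded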
HSF-1 act – increases HSF-1 driven luciferase reporter signal. NIH3T3-HGL HSF-1 luciferase reporter, MG132, 8 h; 100% = twice DMSO control signal. activation, % at 9 µM. 300,000 compounds, 1.7% hits. AID 504408;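 active = mean replicate activation of at least 50% with a set share of replicates each reaching 50%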;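 also: 0% = median of the neutral control wells and 100% = twice that signal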
GSK3 alpha inh – inhibitors of human GSK-3 alpha kinase; P49840; 320,000 compounds, 0.1% hits; inhibition, % at 10 µM; AID 2650; ADP-Glo luminescence, 60 min;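 in the data active = inhibition above about 50%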;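 also: GST-tagged GSK-3 alpha with peptide substrate and 25 µM ATP; 0% = DMSO neutral wells and 100% = GW8510 positive control wells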
Target sequence (P49840 whole entry, looked up): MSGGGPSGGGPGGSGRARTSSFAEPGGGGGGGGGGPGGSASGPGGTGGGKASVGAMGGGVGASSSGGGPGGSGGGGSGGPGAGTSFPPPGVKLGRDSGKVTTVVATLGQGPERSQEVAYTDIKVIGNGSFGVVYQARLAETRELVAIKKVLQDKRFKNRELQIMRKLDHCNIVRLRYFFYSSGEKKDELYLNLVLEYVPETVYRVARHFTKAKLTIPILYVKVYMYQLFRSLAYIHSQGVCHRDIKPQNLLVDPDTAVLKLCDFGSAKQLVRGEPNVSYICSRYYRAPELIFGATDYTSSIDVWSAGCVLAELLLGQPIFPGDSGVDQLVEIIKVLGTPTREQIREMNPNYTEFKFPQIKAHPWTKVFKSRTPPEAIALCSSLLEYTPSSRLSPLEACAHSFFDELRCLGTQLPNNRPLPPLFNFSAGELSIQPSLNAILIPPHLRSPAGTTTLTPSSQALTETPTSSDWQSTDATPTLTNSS
Dyrk1A ADPGlo – blocks rat Dyrk1A kinase activity; Q63470; ADP-Glo luminescence, NFATc1 peptide; inhibition, % at 12.5 µM; 310,000 compounds, 0.43% hits; AID 504441; in the data active = inhibition above about 50%;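 also: plate controls were vehicle with enzyme for no effect and no enzyme for full effect; many of its hits are not listed in these tables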
Platelet DG rel – modulates dense granule release in human platelets; human platelet-rich plasma, SFLLRN dense granule ATP release, luminescence; inhibition, %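 (compounds screened at 7.5 µM in platelet-rich plasma)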; 300,000 compounds, 0.22% hits; AID 1663;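 active = mean replicate score, as percent of positive control, at or above 50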
* hit, by the source's call; . = no result given. Only part of the results is shown. The share of hits here may be higher or lower than overall.

Every second line gives: aSyn UTR inh, HSF1 inh, IEC-6 cytotox, KLF5 inh, GSK3beta inhib, HSP90 refold inh, HSF-1 act, GSK3 alpha inh, Dyrk1A ADPGlo, Platelet DG rel
1: Cc1cccc(NC(=O)Cc2noc3ccccc23)c1
  -82, 12, 5, -98, 1, 0, 22, -3, -1, -5
2: CN1CCN(CCOC2Cc3ccccc3Sc3ccc(Cl)cc32)CC1 (stereo not drawn)
  -45, 3, 2, -24, -1, -2, 1, 3, 0, -28
3: CO/N=C/c1ccc(N2CCOCC2)c([N+](=O)[O-])c1
  6, 2, -4, 5, 4, 0, 39, -2, ., 3
4: O=C(O)COc1ccc(/C=C/C(=O)c2ccc(C3CCCCC3)cc2)cc1
  -115, -6, 6, -27, 0, -5, -10, -1, 1, -2
5: COc1ccc(NS(=O)(=O)c2c(C)cc(C)cc2C)cc1
  0, -9, -3, -24, -3, 1, 26, -1, 2, 0
6: COc1ccc2nc(N/C(=N/S(=O)(=O)c3cccs3)c3ccccc3Cl)sc2c1
  -6, 19, 6, -31, 2, 0, 39, -2, 7, 4
7: Cc1ccc(S(=O)(=O)N2CCCC2CNC(=O)C(=O)Nc2ccc(F)cc2)cc1 (stereo not drawn)
  -74, -3, ., ., -1, ., 13, 0, 9, 0
8: Cc1c(Cl)cccc1NC(=O)Cn1c(-c2ccc(F)cc2)noc1=O
  -26, -35, -5, -22, 1, -1, -50, 8, 2, 10
9: OCCN1CCN(C(=S)NC2CCCC2)CC1
  -2, -7, 2, -15, -2, 3, 3, -6, 2, -3
10: CCN(CC)C(=O)Oc1ccc(Cl)c2cccnc12
  23, -3, 0, 10, 3, -2, -1, -3, 0, -11
11: CCc1ccc(NC(=O)CCNS(=O)(=O)c2cccs2)cc1
  -10, 0, -1, -11, 5, -3, 4, 1, -2, 1
12: O=C(CCNS(=O)(=O)c1ccccc1)OCC(=O)c1ccc(Br)cc1
  -7, -6, ., ., -2, ., 2, -3, 0, -6
13: Cc1n[nH]c(C)c1S(=O)(=O)N1CCOCC1
  -16, -2, 6, 3, -1, 3, -14, 0, 8, 3
14: CCCCOc1ccc(OCCCN2CCOCC2)cc1
  -7, 2, 5, 9, 3, 5, 5, -3, 3, 5
15: CC(=O)c1c(C)[nH]c(C(=O)NCc2cccs2)c1C
  -14, -6, 0, -13, 0, 4, -2, -1, -3, -2
16: CCOC(=O)Cn1c(=O)oc2cc(S(=O)(=O)N3CCN(c4ccccn4)CC3)ccc21
  -22, -4, 4, -5, -2, 2, -8, -1, 2, 12
17: CCOCCCNc1nc2c(C)cccn2c(=O)c1/C=C1\SC(=S)N(CC(C)C)C1=O
  18, -3, 6, 6, -2, 3, 7, -2, -8, -3
18: Cc1ccc(/C([O-])=C(/C(=S)NCCN2CCOCC2)[n+]2ccccc2)cc1[N+](=O)[O-]
  -3, -1, 4, -7, 1, -1, -3, -2, 4, 0
19: O=C(CN1C(=O)COc2ccccc21)NCCCN1CCN(c2ccccc2F)CC1
  -15, 0, -12, 21, 0, 2, 23, -1, 4, 8
20: Cc1cc(N(C)N)nc(NC(=O)NS(=O)(=O)c2ccccc2Cl)n1
  -6, 0, -2, -34, 0, -1, -8, -1, -4, 3
21: Cc1cccc(C)c1NC(=S)N(CCCN1CCOCC1)Cc1cccnc1
  -20, -7, 2, -24, 1, -5, 0, -2, -5, 7
22: C/C(=N\Nc1nccnc1Cl)c1ccc(Cl)c(Cl)c1
  -28, -7, 6, -81, -8, -5, 4, 3, 0, -4
23: N#C/C(C(=O)N1CCOCC1)=C1/SC(Cc2ccccc2)C(=O)N1c1ccccc1 (stereo not drawn)
  -3, -1, 2, -26, 1, 1, 6, -2, -7, -4
24: CCC(C)[C@H](NC(=O)N1CC(=O)Nc2ccccc21)C(=O)NC(C)CCc1ccccc1 (stereo partly drawn)
  -24, -47, -3, -8, 1, 1, -51, -2, -3, -5
25: CC1CCCN(CC(=O)Nc2ccc(S(=O)(=O)NC3CCCCC3)cc2)C1 (stereo not drawn)
  5, -10, -5, -9, 6, -1, -15, 1, 11, -1
26: COC(=O)c1ccccc1NC(=O)N1CSC[C@H]1C(=O)OC
  -16, 2, 3, -4, 2, 2, 26, -1, -2, 9
27: O=C(c1ccccc1Cl)N1CCn2c1nc1ccccc12
  23, -4, -2, -29, -1, 5, -15, 3, 2, 1
28: CN(CC1CCCN(CCc2ccc(Cl)cc2)C1)C(=O)c1ccc2nc[nH]c2c1 (stereo not drawn)
  9, -19, 1, -23, -5, 2, -25, 2, -1, 1
29: CCCN1CCC(=O)N([C@H](CSc2ccc(OC)cc2)Cc2ccccc2)CC1
  20, 7, ., ., -3, ., 1, 3, 8, 5
30: CCOC(=O)c1ccc(NC(=O)COC)cc1
  -28, 5, 2, -36, 2, 2, 14, 1, 6, 0

Every second line gives: aSyn UTR inh, HSF1 inh, IEC-6 cytotox, KLF5 inh, GSK3beta inhib, HSP90 refold inh, HSF-1 act, GSK3 alpha inh, Dyrk1A ADPGlo, Platelet DG rel
31: Cc1cc([N+](=O)[O-])ccc1NC(=O)CCC(=O)N1CCCC1
  -33, -1, -6, -18, 0, -2, 7, 5, -9, -1
32: COc1ccc(NC(=S)NCCN2CCOCC2)c(OC)c1
  6, -10, -9, 0, 1, 0, -3, -1, -2, 8
33: COc1ccc(CNC(=O)CN(C(=O)c2ccc(CN3CCOCC3)o2)C2CCCC2)cc1
  -11, -7, 4, -15, 1, 2, 8, -3, -4, -6
34: COc1ccccc1-n1c(SCC(=O)N(C)C2CCS(=O)(=O)C2)nc2ccccc2c1=O (stereo not drawn)
  13, -1, -2, -40, 1, 2, 0, -4, -8, -1
35: CC(C)Cn1c(C(C)C)nc([N+](=O)[O-])c1Sc1ccc(Cl)cn1
  -10, 9, 4, -13, -2, -1, 9, -7, -3, 6
36: CCOc1ccccc1C1NC(=O)NC(C)=C1C(=O)OCc1ccco1 (stereo not drawn)
  -21, 6, 1, -51, 2, 3, 15, 11, ., -27
37: COc1ccc(-c2ncccc2OC(=O)C23CC4CC(CC(C4)C2)C3)cc1OC
  10, -2, -4, 0, -1, 2, 4, -2, -11, 7
38: Cc1ccccc1N1CC(C(=O)N2CCc3ccccc32)CC1=O (stereo not drawn)
  15, 2, ., ., 2, ., 8, 0, 0, 1
39: COC(=O)CCC(=O)Nc1cc(OC)c(OC)cc1Cc1nccc2cc(OC)c(OC)cc12
  -11, -15, 2, -23, -1, 0, -30, 0, -1, 16
40: COc1ccc(CC(NC(C)=O)C(=O)NC2CCN(S(=O)(=O)c3ccc(NC(C)=O)cc3)CC2)c(OC)c1 (stereo not drawn)
  6, -1, -4, -6, 1, -1, 4, -1, 2, 8
41: COc1ccc(-n2c(SCC(N)=O)nc3sc4c(c3c2=O)CCC4)cc1
  3, 0, 3, -23, -2, 3, 5, 0, ., -5
42: O=C(Nc1ccc(S(=O)(=O)N2CCCCC2)cc1)c1ccc(CN2CCOCC2)cc1
  23, -6, -1, 5, 1, -1, -1, -4, -4, -9
43: O=C(COC(=O)c1ccccc1Oc1ccccc1)NC1CCS(=O)(=O)C1 (stereo not drawn)
  1, -1, -5, -19, 1, 0, -2, -1, 14, -4
44: CN1CCN(c2ccc(Cl)cc2NC(=O)c2ccc(S(=O)(=O)N(C)C)cc2)CC1
  -1, 0, -1, -52, -1, -1, -24, -4, ., 4
45: COC(=O)CSc1nnc(CNC(=O)Cc2ccccc2)n1-c1ccccc1OC
  ., ., 8, 21, ., 3, ., -1, 0, .
46: CC(=O)c1ccc(NC(=O)CO/N=C(\C)c2cccs2)cc1
  -8, 0, 2, -16, -2, 1, -14, -2, 4, 18
47: CCCC(=O)Nc1ccc2c(c1)nc(CCNC(=O)c1ccccc1)n2C
  1, -8, 12, -37, -4, -2, -1, ., 5, 10
48: CC1CN(C(=O)Nc2ccc3snnc3c2)c2ccccc21 (stereo not drawn)
  -67, 12, -1, -35, -1, -7, 9, 1, -5, -1
49: COC(=O)CCC(=O)N1CCc2cc(S(=O)(=O)N3CCc4ccccc43)ccc21
  30, -3, -1, -25, -2, 3, 18, -3, -9, -11
50: COC(=O)C(C)NC(=O)C12CC3CC(C1)CC(c1ccc(C)cc1)(C3)C2 (stereo not drawn)
  8, -5, 1, -5, 0, -4, 6, -1, 5, 0
51: CC(O)CSc1nc2c(c(=O)[nH]c(=O)n2C)n1Cc1ccccc1 (stereo not drawn)
  19, 1, -5, -35, 3, -3, 4, 1, 11, 5
52: NC1=NC(c2ccc(Cl)cc2)C(C(=O)c2ccccc2)N1 (stereo not drawn)
  -49, -2, 2, -1, -1, 1, 7, 2, -3, 13
53: NC(=O)CSc1nnc(-c2cccnc2)n1CCc1ccccc1
  -2, -5, 2, 7, -3, 0, 18, -3, 1, 4
54: CN(NC(=O)c1ccccc1F)c1nc(C(F)(F)F)nc2ccccc12
  40, -8, 83*, 69*, 1, -1, 2, -1, -5, -8
55: CC(=O)NCCNC(=O)CCNC(=O)c1ccc(Cl)cc1
  7, 1, 4, 6, 2, 2, 17, 0, -2, -5
56: O=C(O)c1cc2nccc(-c3ccc(F)cc3)n2n1
  -5, 9, -4, -30, 2, -7, 6, -2, -1, -2
57: Cc1ccc2nc(-c3ccccc3)cc(C(=O)N3CC(C)OC(C)C3)c2c1 (stereo not drawn)
  -10, 10, ., ., 1, ., 7, 0, -5, 9
58: Cc1ccc([N+](=O)[O-])cc1NC(=O)CSc1nncc2ccccc12
  -20, 31, -7, -10, 1, -2, 21, -5, -4, -5
59: CCn1c(SCC(=O)N/N=C(\C)c2ccncc2)nnc1-c1ccc(C)cc1
  2, -2, 1, 7, 2, 2, -6, -3, ., -30
60: COc1cccc2c1OCC(C(=O)O)C2 (stereo not drawn)
  16, -1, -5, -15, 3, 3, -2, -2, 0, 7
61: Cc1cc(C)c2c(c1)/C(=N/NS(=O)(=O)c1ccccc1)CCC2
  18, -5, 6, -21, -2, 3, -15, -2, 2, -3
